High-throughput results from PubChem BioAssay.
NCI-60 one-dose screen, 48 h, at 10 µM unless noted. Numbers give growth in % (100 = growth as untreated, 0 = no growth, -100 = all killed).
NCI-H460: NCI-H460 lung cancer; hit rate 6.8% among 82,000; AID 1794736
NCI-H522: NCI-H522 lung cancer; hit rate 8% among 78,000
CAKI-1: CAKI-1 renal cancer. AID 1794772. hit rate 4.7% among 75,000
786-0: 786-0 renal cancer cells; hit rate 5.1% among 81,000
UO-31: UO-31 renal cancer | hit rate 5.2% among 81,000
ACHN: ACHN renal cancer; hit rate 4.9% among 81,000
RXF 393: RXF 393 renal cancer cells; hit rate 6.9% among 77,000
TK-10: TK-10 renal cancer cells | AID 1794769 | hit rate 3.9% among 81,000
NCI-H322M: NCI-H322M lung cancer; AID 1794733; hit rate 2.7% among 80,000
* = called active by the depositor; [ ] = another dose, or the depositor's remark. Rule for the calls: active = growth percent below 10; inactive = the rest. Random draw from the library. Share with any hit: about 11%.

`Cc1nn2c(n[n+]([O-])c3ccccc32)c1C` gave NCI-H460 117, NCI-H522 110, CAKI-1 80, 786-0 101, UO-31 82, ACHN 93, RXF 393 118, TK-10 92 and NCI-H322M 96.
`NC(=O)C1C2C=CC(C2)C1c1ccccc1` (stereo not drawn) gave NCI-H460 114, NCI-H522 89, CAKI-1 103, 786-0 109, UO-31 84, ACHN 97, RXF 393 134, TK-10 94 and NCI-H322M 131.
Nc1ncnc2c1N=C(c1ccc3c(c1)OCO3)CC(c1ccc([N+](=O)[O-])cc1)N2N=O (stereo not drawn) was read as NCI-H460 41, NCI-H522 102, CAKI-1 48, 786-0 78, UO-31 78, ACHN 71, RXF 393 113, TK-10 87 and NCI-H322M 79.
`Cc1ccc(C(=O)Nc2ccc(CN3CCN(C)CC3)c(C(F)(F)F)c2)cc1C#Cc1cnc(N)c2ccc(C#N)cc12` gave NCI-H522 61, CAKI-1 34, 786-0 -25*, UO-31 14, ACHN 9.2*, RXF 393 30, TK-10 53 and NCI-H322M 74.
Screening CCOC(=O)c1cnn2c1N(C)C(c1ccccc1)C2 (stereo not drawn) returned NCI-H460 102, NCI-H522 79, CAKI-1 97, 786-0 92, UO-31 81, ACHN 100, RXF 393 111, TK-10 90 and NCI-H322M 87.
Screening N#Cc1c(-c2cccs2)cc(-c2cnccn2)nc1SCC(=O)Nc1ccccc1 returned NCI-H460 101, NCI-H522 92, CAKI-1 92, 786-0 105, UO-31 78, ACHN 96, RXF 393 104, TK-10 147 and NCI-H322M 96.
C=C1CC[C@@H]2[C@]3(C)COC(c4ccccc4)O[C@@H]3CC[C@@]2(C)[C@@H]1CC(O)C1=CCOC1=O (stereo partly drawn) was read as NCI-H460 106, NCI-H522 85, CAKI-1 93, 786-0 116, UO-31 85, ACHN 98, RXF 393 120, TK-10 111 and NCI-H322M 97.
`COc1cc(C2CC(=O)Nc3c(-c4ccc(F)cc4)csc32)cc(OC)c1OC` (stereo not drawn) gave NCI-H460 90, NCI-H522 51, CAKI-1 54, 786-0 73, UO-31 56, ACHN 77, TK-10 82 and NCI-H322M 79.
`CC(C)=CCC[C@H](C)c1ccc(C)cc1O` gave NCI-H460 107, NCI-H522 101, CAKI-1 107, 786-0 80, UO-31 84, ACHN 109, RXF 393 103, TK-10 110 and NCI-H322M 113.
For Cc1cc(C)c(NC(=O)c2sc3nc4c(cc3c2N)C(=O)CC(C)(C)C4)c(C)c1 the results were NCI-H460 103, NCI-H522 100, CAKI-1 82, 786-0 103, UO-31 99, ACHN 107, RXF 393 106, TK-10 98 and NCI-H322M 115.
CC1=C(C(=O)OC(C)(C)C)C(c2cccc(C#N)c2)C(C(=O)OC(C)(C)C)=C(C)N1 was read as NCI-H460 99, NCI-H522 83, CAKI-1 67, 786-0 82, UO-31 74, ACHN 86, RXF 393 67, TK-10 100 and NCI-H322M 102.
`N#Cc1ccc(C(=O)O)cc1` gave NCI-H460 106, NCI-H522 100, CAKI-1 100, 786-0 102, UO-31 92, ACHN 104, RXF 393 116, TK-10 100 and NCI-H322M 103.
For Cc1ccc(C(=O)CS(=O)(=O)c2ccc(C)cc2)cc1 the results were NCI-H460 105, NCI-H522 129, CAKI-1 95, 786-0 97, UO-31 94, ACHN 98, RXF 393 107, TK-10 110 and NCI-H322M 99.
`CCCC(O)Cn1ncc(C(=O)OCC)c1NC(=O)NCc1ccccc1F` (stereo not drawn) gave NCI-H460 98, NCI-H522 57, CAKI-1 80, 786-0 96, UO-31 74, ACHN 107, RXF 393 101, TK-10 99 and NCI-H322M 96.
For COC(=O)c1ccc(C=O)cc1 the results were NCI-H460 110, NCI-H522 92, CAKI-1 99, 786-0 96, UO-31 92, ACHN 100, RXF 393 139, TK-10 90 and NCI-H322M 110.
For CC(C)(C)C(=O)/C=C/c1ccc(-c2ccccc2)cc1 the results were NCI-H460 95, NCI-H522 67, CAKI-1 100, 786-0 98, UO-31 86, ACHN 109, RXF 393 93, TK-10 90 and NCI-H322M 115.
For CCOC(=O)/C(=C/CC/C(C)=C/CC/C(C)=C/CCc1ccoc1)CC(=O)N1CCSCC1 the results were NCI-H460 61, CAKI-1 72, 786-0 92, UO-31 68, ACHN 90, RXF 393 98, TK-10 104 and NCI-H322M 45.
`CC1CCC(C(C)C)C(NNC(N)=O)C1` (stereo not drawn) gave NCI-H460 104, NCI-H522 95, CAKI-1 99, 786-0 106, UO-31 87, ACHN 110, RXF 393 101, TK-10 105 and NCI-H322M 102.
Screening Clc1ccc(-c2cn3nc(-c4ccccc4)nc3s2)cc1 returned NCI-H460 63, NCI-H522 71, CAKI-1 63, 786-0 46, UO-31 60, ACHN 51, RXF 393 61, TK-10 81 and NCI-H322M 80.
For Nc1ccnc2cc(Cl)ccc12 the results were NCI-H460 98, NCI-H522 101, 786-0 105, UO-31 84, ACHN 103, RXF 393 102, TK-10 93 and NCI-H322M 94.

Grouped by structure: the compounds so far containing four or more nitrogen atoms (five)
`Cc1nn2c(n[n+]([O-])c3ccccc32)c1C` gave NCI-H460 117, NCI-H522 110, CAKI-1 80, 786-0 101, UO-31 82, ACHN 93, RXF 393 118, TK-10 92 and NCI-H322M 96.
Nc1ncnc2c1N=C(c1ccc3c(c1)OCO3)CC(c1ccc([N+](=O)[O-])cc1)N2N=O (stereo not drawn) was read as NCI-H460 41, NCI-H522 102, CAKI-1 48, 786-0 78, UO-31 78, ACHN 71, RXF 393 113, TK-10 87 and NCI-H322M 79.
`Cc1ccc(C(=O)Nc2ccc(CN3CCN(C)CC3)c(C(F)(F)F)c2)cc1C#Cc1cnc(N)c2ccc(C#N)cc12` gave NCI-H522 61, CAKI-1 34, 786-0 -25*, UO-31 14, ACHN 9.2*, RXF 393 30, TK-10 53 and NCI-H322M 74.
Screening N#Cc1c(-c2cccs2)cc(-c2cnccn2)nc1SCC(=O)Nc1ccccc1 returned NCI-H460 101, NCI-H522 92, CAKI-1 92, 786-0 105, UO-31 78, ACHN 96, RXF 393 104, TK-10 147 and NCI-H322M 96.
`CCCC(O)Cn1ncc(C(=O)OCC)c1NC(=O)NCc1ccccc1F` (stereo not drawn) gave NCI-H460 98, NCI-H522 57, CAKI-1 80, 786-0 96, UO-31 74, ACHN 107, RXF 393 101, TK-10 99 and NCI-H322M 96.

Later entries
Brc1ccc2nc(-c3c(-c4ccccc4)nc4ncccn34)[nH]c2c1 was read as NCI-H460 91, NCI-H522 76, CAKI-1 94, 786-0 92, UO-31 85, ACHN 90, RXF 393 91, TK-10 90 and NCI-H322M 98.
`COc1ccc(/C=C/c2cc(=O)c3c(C)c(Cl)c(C)cc3o2)cc1` gave NCI-H460 101, NCI-H522 90, 786-0 94, UO-31 90, ACHN 97, RXF 393 138, TK-10 148 and NCI-H322M 112.
Screening COc1cc(C(=O)/C=C/c2c(C(F)(F)F)nc3ncccn23)cc(OC)c1OC returned NCI-H460 64, NCI-H522 18, CAKI-1 66, 786-0 92, UO-31 56, ACHN 83, RXF 393 24, TK-10 110 and NCI-H322M 89.
O=C(O)CCC(=O)c1ccc(Oc2ccccc2)cc1 was read as NCI-H460 105, NCI-H522 108, CAKI-1 87, 786-0 103, UO-31 85, ACHN 100, RXF 393 92, TK-10 112 and NCI-H322M 102.
CC(C)(C)OC(=O)n1cc(-c2nc(-c3ccsc3)cs2)c2cc(Br)ccc21 was read as NCI-H460 104, NCI-H522 87, CAKI-1 98, 786-0 95, UO-31 101, ACHN 110, RXF 393 105 and TK-10 113.
`Cc1cnc2c(C)cccn2c1=O` gave NCI-H460 102, NCI-H522 93, 786-0 107, UO-31 74, ACHN 104, RXF 393 110, TK-10 110 and NCI-H322M 111.
For O=C(NCc1cn(Cc2cccc(Oc3ccccc3)c2)nn1)c1cccnc1Nc1ccc(Cl)cc1 the results were NCI-H460 105, NCI-H522 78, CAKI-1 82, 786-0 101, UO-31 70, ACHN 98, RXF 393 95, TK-10 94 and NCI-H322M 96.
`CCOC(=O)/C(C#N)=C/c1ccc(F)cc1` gave NCI-H460 105, NCI-H522 93, CAKI-1 98, 786-0 108, UO-31 89, ACHN 113, RXF 393 94, TK-10 94 and NCI-H322M 93.
For CN([O-])c1nc(N(C)[O-])nc(N2CCOCC2)n1.CN([O-])c1nc(N(C)[OH2+])nc(N2CCOCC2)n1.[Fe+3] the results were NCI-H460 36[100 µM], NCI-H522 53[100 µM], CAKI-1 86[100 µM], 786-0 114[100 µM], UO-31 72[100 µM], ACHN 83[100 µM], RXF 393 76[100 µM], TK-10 110[100 µM] and NCI-H322M 104[100 µM].
Screening CC1(C)Oc2cc3oc(=O)ccc3cc2C[C@@H]1OCCNc1cccc(S(N)(=O)=O)c1 returned NCI-H460 103, NCI-H522 93, CAKI-1 94, 786-0 102, UO-31 84, ACHN 98, RXF 393 106, TK-10 106 and NCI-H322M 99.
Screening O=C(O)C(c1ccccc1)N1CCOCC1 (stereo not drawn) returned NCI-H460 111, NCI-H522 105, CAKI-1 101, 786-0 93, UO-31 80, ACHN 107, RXF 393 109, TK-10 103 and NCI-H322M 117.
`NS(=O)(=O)c1ccc(NC(=S)NC(=O)c2ccco2)cc1` gave NCI-H460 115, NCI-H522 107, CAKI-1 107, 786-0 156, UO-31 111, ACHN 97, RXF 393 132, TK-10 102 and NCI-H322M 102.
For CCOC(=O)c1nc(Nc2cc(C)[nH]n2)c2ccccc2n1 the results were NCI-H460 80, NCI-H522 92, CAKI-1 38, 786-0 83, UO-31 77, ACHN 73, TK-10 77 and NCI-H322M 91.
NC(N)=N/N=C/c1ccc([N+](=O)[O-])o1 was read as NCI-H460 80, NCI-H522 70, CAKI-1 106, 786-0 98, UO-31 89, ACHN 93, RXF 393 96, TK-10 115 and NCI-H322M 87.
`O=c1[nH]c(CSc2nnc3ccccn23)nc2cc(Cl)ccc12` gave NCI-H460 109, NCI-H522 82, CAKI-1 106, 786-0 108, UO-31 90, ACHN 102, RXF 393 125, TK-10 131 and NCI-H322M 114.
For O=C(O)C(O)c1ccc(Cl)c(Cl)c1 (stereo not drawn) the results were NCI-H460 106, NCI-H522 105, CAKI-1 102, 786-0 99, UO-31 91, ACHN 113, RXF 393 118, TK-10 107 and NCI-H322M 104.
N#Cc1c(NC(=O)c2ccccc2)sc2c1CCC(=O)C2 was read as NCI-H460 16, NCI-H522 -13*, CAKI-1 -27*, 786-0 26, UO-31 -16*, ACHN 5.9*, RXF 393 -1.4*, TK-10 40 and NCI-H322M 72.
Cc1ccc(/C=C/C(=O)c2ccc(-c3cc4ccccc4oc3=O)nc2C)o1 was read as NCI-H460 104, NCI-H522 102, CAKI-1 94, 786-0 102, UO-31 93, ACHN 106, RXF 393 112, TK-10 139 and NCI-H322M 96.
Screening O=C1CNC(c2cccc([N+](=O)[O-])c2)N1O (stereo not drawn) returned NCI-H460 106, NCI-H522 99, CAKI-1 95, 786-0 99, UO-31 88, ACHN 101, RXF 393 105, TK-10 100 and NCI-H322M 101.
`Nc1c(C(=O)Nc2cccc3ccccc23)sc2nc3c(cc12)CCCC3` gave NCI-H460 16, NCI-H522 12, CAKI-1 45, 786-0 35, UO-31 42, ACHN 45, RXF 393 27, TK-10 61 and NCI-H322M 52.
Cn1c(=S)sc2nc3ccccc3n2c1=S was read as NCI-H460 99, NCI-H522 88, CAKI-1 93, 786-0 102, UO-31 91, ACHN 97, RXF 393 98, TK-10 118 and NCI-H322M 91.
`O=C(CSc1nc2ccccc2c(=O)[nH]1)NNC(=O)c1ccccc1Br` gave NCI-H460 104, NCI-H522 98, CAKI-1 93, 786-0 94, UO-31 84, ACHN 105, RXF 393 98, TK-10 102 and NCI-H322M 117.
`CCCCCN1CCSC(C(=O)Nc2ccccc2)C1` (stereo not drawn) gave NCI-H460 108, NCI-H522 91, CAKI-1 86, 786-0 93, UO-31 80, ACHN 105, RXF 393 111, TK-10 90 and NCI-H322M 90.
`O=C(CC1(O)C(=O)Nc2ccccc21)c1cc2ccccc2oc1=O` (stereo not drawn) gave NCI-H460 112, NCI-H522 90, CAKI-1 81, 786-0 115, UO-31 61, ACHN 101, RXF 393 121, TK-10 120 and NCI-H322M 109.
